# Screening results: PubChem BioAssay, several laboratories
# GPR55 beta-arrestin: GPR55 agonists via beta-arrestin recruitment, primary screen, imaging, U2OS cells, beta-arrestin-GFP redistribution (AID 1961). activation, % at 10 µM, or EC50 in µM where a hit was titrated. 290,000 compounds, 0.048% hits. U2OS GPR55 beta-arrestin-GFP redistribution imaging; higher % means a stronger effect;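 active = activation above 40% with more than 50 cells counted in the well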;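 also: U2OS osteosarcoma cells stably expressing GPR55 and beta-arrestin-GFP; plate controls were DMSO negative control for no effect and LPI positive control for full effect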
# NTR1 ag: agonists of NTR1, primary screen, imaging, U2OS cells, beta-arrestin-GFP, high content (AID 493036); activation, % at 20 µM; 330,000 compounds, 0.17% hits; NTR1-U2OS beta-arrestin-GFP spot imaging, agonist mode;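 active = activation at or above 40% of the spot to cytoplasm intensity ratio, with at least 20 cells analyzed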;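 also: 0% = DMSO without peptide and 100% = 100 nM NTR1 peptide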
# Target sequence (P30989 whole entry, looked up): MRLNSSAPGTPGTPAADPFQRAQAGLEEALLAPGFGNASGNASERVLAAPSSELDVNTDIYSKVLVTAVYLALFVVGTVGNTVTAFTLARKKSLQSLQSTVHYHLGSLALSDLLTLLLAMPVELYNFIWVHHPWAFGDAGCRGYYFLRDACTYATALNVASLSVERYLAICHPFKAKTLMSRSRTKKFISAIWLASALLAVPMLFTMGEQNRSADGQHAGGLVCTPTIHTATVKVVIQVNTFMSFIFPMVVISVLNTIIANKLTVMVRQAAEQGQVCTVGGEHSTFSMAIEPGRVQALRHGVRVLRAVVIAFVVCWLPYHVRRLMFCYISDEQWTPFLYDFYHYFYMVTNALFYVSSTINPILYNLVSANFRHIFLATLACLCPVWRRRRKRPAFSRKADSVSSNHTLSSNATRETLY
# KOR beta-arrestin-1: KOR antagonists, beta-arrestin recruitment, cell-based, luminescence, uHTS (AID 1778) | Kappa-type opioid receptor (Homo sapiens) | KOR beta-arrestin recruitment, luminescence, antagonist mode; higher % means a stronger effect | one-dose inhibition, % at 10 µM; IC50 in µM for titrated hits | 290,000 compounds, 0.091% hits; also: strong numbers were not always called active
# Myeloid diff 2: induction of myeloid progenitor differentiation, primary screen, cell-based, flow cytometry, MLPCN library | ER-HoxA9 myeloid progenitors, lysozyme-GFP differentiation | calls only at 10 µM | 360,000 compounds, 1% hits;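 active = normalized GFP-positive differentiation at or above the plate's own cutoff, the solvent-only control mean plus 3 SD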;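 also: cells exposed to compound for four days before flow analysis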
# GPR55 LPI antagonism: GPR55 antagonists blocking LPI-driven arrestin recruitment, primary screen, imaging, U2OS, beta-arrestin-GFP, LPI agonist (AID 2013) | inhibition, % at 10 µM; hits with a dose series show IC50 in µM | G-protein coupled receptor 55 (Homo sapiens) | U2OS GPR55 beta-arrestin-GFP translocation imaging, LPI antagonism; higher % means a stronger effect | 290,000 compounds, 0.13% hits;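 active = spots per cell inhibited over 60%, with over 100 cells counted and total cytoplasm intensity under 500,000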;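 also: U2OS cells stably carrying GPR55 and arrestin-GFP stimulated by 5 µM LPI near EC80; imaged beta-arrestin-GFP aggregate spots per cell after agonist stimulation; plate controls were LPI-stimulated DMSO wells for no effect and DMSO wells without LPI for full effect; some results filed as inactive read as strong as hits; confirmed hits need IC50 under 10 µM and bright autofluorescent wells are also inconclusive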
# T cell modulator: modulators of CD8 T cell-vesicle binding, primary screen, mouse 2C CD8+ T cells, flow cytometry | 2C CD8+ T cell-vesicle binding; stronger effect = lower value | calls only at 7 µM | 330,000 compounds, 0.068% hits | AID 2052, 2009;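 active = response, share of CD8 T cells binding vesicles, and their 90th percentile fluorescence all below set limits, cut at about 80% in these data, passing the limit was not always enough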
#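 Benchmarks: naked versus QL9-loaded vesicles / Assay system: purified 2C TCR transgenic mouse naive CD8+ T cells / Technique: high-throughput flow cytometry with anti-B7-1 and anti-CD8 staining / Timing: Cell–vesicle co-incubation 1.5 h at 37 °C, staining 20 min on ice / Read-out: percent CD8+ FL2 mean versus row control / Probe or stimulus: QL9-loaded Drosophila micro-vesicles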
# KOR beta-arrestin-2: KOR agonists, beta-arrestin recruitment, primary screen, cell-based, luminescence, uHTS (AID 1777); KOR beta-arrestin recruitment, luminescence; higher % means a stronger effect; Kappa-type opioid receptor (Homo sapiens); activation, % at 10 µM, or EC50 in µM where a hit was titrated; 280,000 compounds, 0.02% hits; in the data active = activation above about 50%, passing the limit was not always enough; also: a part of the inactive calls stands beside numbers as strong as those of hits
# HEK293 NOD2/NF-kB: NOD2 signaling inhibitors, cell-based, luminescence, uHTS, HEK293 (AID 1566); HEK293 NOD2/NF-kB luciferase reporter, luminescence; higher % means a stronger effect; one-dose inhibition, % at 4 µM; EC50 in µM for titrated hits; 290,000 compounds, 0.63% hits; also: many of its hits are not listed in these tables
# NOD1 NF-kB reporter: NOD1 signaling inhibitors, primary screen, cell-based, luminescence, uHTS (AID 1578) | NOD1-driven NF-kB luciferase reporter cells, luminescence; higher % means a stronger effect | inhibition, % at 4 µM, or EC50 in µM where a hit was titrated | 290,000 compounds, 1% hits; in the data active = inhibition mostly above about 36%, no sharp cut-off; inactive = mostly below about 34%;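 also: HEK-293T reporter cells stimulated with the NOD1 agonist gamma-tri-DAP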
# T cell modulator vesicle-bound %: further read-out of T cell modulator, marked with its call; double positive events, %; measured here: CD8+ vesicle-bound cell fraction;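 binding gate set so that unloaded-vesicle control wells show 10% double positive cells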
# NTR1 ag cell count 20 µM: further read-out of NTR1 ag, marked with its call; cell count; measured here: cell count, cytotoxicity flag
# Myeloid diff 2 GFP+ MAC1+ %: recorded beside Myeloid diff 2, whose call it bears; GFP+ MAC1+ double positive, %; measured here: differentiation confirmed by MAC1 staining
# * hit, by the source's call; i = inactive; nt = not tested or not shown; [ ] = dose if it differs, or a comment. Rule as the data show it, unless noted: active = inhibition above about 50%; inactive = the rest. Not all compounds are listed; the hit share may differ from the screen's.
mol,GPR55 beta-arrestin,NTR1 ag,NTR1 ag cell count 20 µM,KOR beta-arrestin-1,Myeloid diff 2,Myeloid diff 2 GFP+ MAC1+ %,GPR55 LPI antagonism,T cell modulator,T cell modulator vesicle-bound %,KOR beta-arrestin-2,HEK293 NOD2/NF-kB,NOD1 NF-kB reporter
COc1ccc(CNC(=O)CNC(=O)N2CC(=O)Nc3ccccc32)cc1,0.3%,0.3,56,0.1%,i,7.7,-1.3%,i,10.6,-0.3%,5.4%,-32.4%
COc1ccc(N(CC(=O)N/N=C/c2cccnc2)S(=O)(=O)c2ccc(C)cc2)cc1OC,-0.2%,-0.7,60,42.3%,i,0.2,3.0%,i,4.1,-7.2%,20.4%,-36.6%
COc1cccc(CC2(CO)CCCN(Cc3ccccc3-c3ccco3)C2)c1 (configuration not stated),-0.1%,-0.7,75,7.3%,i,0.1,14.2%,i,35.0,4.3%,-7.7%,-7.8%
O=C(NCCc1cccc(Cl)c1)c1cc2ccccc2oc1=O,-0.1%,2.0,59,-8.2%,i,0.3,2.7%,i,59.5,1.6%,-7.0%,-34.5%
Cc1nn(C)c(Oc2cccc(C(F)(F)F)c2)c1C#N,-0.2%,-0.3,86,10.7%,i,0.1,9.1%,i,62.5,-3.2%,5.3%,-38.1%
CC1=C(C(=O)OC2CCCC(C)C2)C(c2ccccc2)NC(=O)N1 (configuration not stated),0.3%,0.0,55,-3.6%[20 µM],i,0.6,8.5%,i,61.2,-3.7%,-20.4%,48.2%
O=C1CN(C(=O)COC(=O)c2cccnc2Cl)c2ccccc2N1,0.2%,0.9,61,-7.7%,i,1.2,7.5%,i,52.3,-3.5%,3.8%,-31.6%
CC1(C)OC(=O)N(CCc2ccccc2)C1(C)O (configuration not stated),-0.1%,0.4,86,14.3%,i,1.8,17.6%,i,14.3,-0.1%,-4.7%,-2.9%
O=C(Nc1ccc(CN2CCOCC2)cc1)c1ccc(Br)o1,-0.1%,-0.8,99,-19.6%,i,0.8,7.1%,i,14.3,4.1%,-74.5%,-5.8%
O=C(C1=C[C@@H](c2ccc(C(F)(F)F)cc2)C[C@@H](OCc2ccc(CO)cc2)O1)N1CCN(Cc2ccc3c(c2)OCO3)CC1,-0.2%,2.8,91,8.7%,i,1.6,5.4%,i,54.6,-2.7%,-49.3%,17.7%
COc1cc(NC(=O)C/C(C)=N/NC(=O)C(=O)NCCO)c(OC)cc1Cl,0.5%,-0.2,60,2.4%,i,0.9,11.6%,i,28.7,-1.1%,0.2%,-12.5%
O=C(CSc1nc2[nH]ncc2c(=O)[nH]1)NCCc1ccccc1,-0.3%,0.2,92,-2.9%,i,0.0,6.7%,i,51.5,-2.8%,10.6%,-18.0%
CCC(CC)NC(=O)CCCSc1nc2ccccc2[nH]1,-0.3%,1.5,46,9.2%,i,0.3,1.9%,i,34.4,-3.3%,18.8%,-41.3%
CSC1=NC2(CCCCC2)C2=C(CCCC2)N1,-0.3%,-0.2,55,4.6%,i,6.8,2.3%,i,26.4,-0.5%,1.2%,3.1%
CC(C)CC(=O)Nc1ccc(-c2nc3ccccc3c(=O)[nH]2)cc1,-0.4%,2.1,66,17.5%,i,0.7,5.0%,i,46.8,1.4%,-78.7%,-48.7%
COc1ccc(CC(=O)Nc2ccc(-c3cn4cccc(C)c4n3)cc2)cc1OC,0.3%,0.0,43,25.2%,i,1.6,-11.8%,i,5.4,3.9%,15.7%,-18.5%
CN1CCN(CC(=O)Nc2nc3c(s2)CCCC3)CC1,-0.1%,-0.1,53,-11.1%,i,0.2,-0.2%,i,11.4,nt,-9.6%,1.1%
CNC(=O)COC(=O)c1ccc(NC(=O)CC#N)cc1,0.0%,-2.5,151,-0.7%,i,3.3,11.8%,i,24.6,0.1%,5.0%,-5.3%
CC1CCCCN1CCNC(=O)CN1C(=O)CSc2ccc(S(=O)(=O)N3CCCCC3)cc21 (configuration not stated),0.0%,-1.5,67,-4.9%,i,0.0,18.4%,i,27.0,-1.0%,15.6%,-16.2%
COc1ccc2ccccc2c1C1CC(=O)N2CN(C3CCCCC3)CSC2=C1C#N (configuration not stated),-0.1%,5.3,73,-27.1%,i,6.1,-12.8%,i,27.8,3.8%,-7.2%,-17.1%
COc1ccc(OC(=O)COc2ccc(Cl)cc2)cc1,0.3%,0.8,61,-20.2%,i,0.7,1.4%,i,49.6,-0.4%,-6.2%,-18.4%
O=C(Nc1ccc(Cl)cn1)C1CC1,0.5%,-1.2,33,-10.6%,i,1.2,3.9%,i,43.4,-0.7%,1.6%,-25.2%
COc1ccc(CCNC(=O)CSc2ccccn2)cc1,-0.1%,0.2,58,-60.9%[20 µM],i,0.8,-3.1%,i,27.4,3.7%,21.9%,-11.8%
Cc1nonc1C1CCCN1Cc1cn[nH]c1-c1ccc2c(c1)OCO2 (configuration not stated),-0.3%,0.1,57,-15.4%,i,0.3,0.0%,i,31.8,8.4%,17.8%,11.1%
Cc1ccc(NC(=O)c2cc(C)nc3ccccc23)c(Br)c1,-0.2%,5.7,62,-31.1%[20 µM],i,0.5,-2.1%,i,47.3,0.9%,13.5%,-18.7%
CC(C)Oc1ccc(Cn2c(-c3ccco3)n[nH]c2=S)cc1,-0.2%,2.8,33,-18.5%,i,0.8,22.1%,i,25.3,-1.8%,-7.1%,-23.4%
CCOC(=O)Cn1nc(CC)c2ccccc2c1=O,-0.1%,-2.0,47,-56.6%,i,2.2,-11.0%,i,11.5,3.9%,0.3%,28.1%
O=C(CN1C(=O)C2CC=C(Cl)CC2C1=O)NCc1ccccc1 (configuration not stated),-0.3%,2.2,65,20.6%,i,0.5,-9.6%,i,57.1,1.7%,11.2%,3.6%
CCOC(=O)N1CCC(Nc2c(NCCCOC)c(=O)c2=O)CC1,-0.4%,-1.3,76,25.1%,i,0.5,2.5%,i,26.7,-1.9%,-0.5%,-28.4%
O=S(=O)(c1ccc(-c2ccccc2)cc1)N1CCOCC1,-0.1%,-0.8,59,-22.8%,i,1.8,7.9%,i,52.1,3.6%,14.2%,-3.3%
CCN(CC(=O)Nc1ccccc1C(F)(F)F)C(=O)c1ccc(=O)n(Cc2ccccc2)n1,0.0%,0.1,51,-6.2%,i,5.5,13.3%,i,58.7,3.6%,2.9%,-36.2%
COc1cc(Cl)c(C)cc1NC(=O)COC(=O)c1cnc(C)cn1,-0.1%,3.9,52,16.8%,i,0.8,4.0%,i,5.4,-4.1%,17.1%,-14.4%
COc1ccc(N(C(=O)c2ccco2)C(C(=O)NC2CCCC2)c2ccc(OC)c(OC)c2)cc1 (configuration not stated),-0.2%,-1.5,50,5.8%,i,0.7,7.9%,i,11.2,-3.0%,9.5%,-14.5%
Cc1sc2nc(SCC(=O)N3CCN(CCO)CC3)n(-c3ccccc3)c(=O)c2c1C,0.0%,2.1,45,-62.2%,i,1.3,-5.7%,i,36.5,2.1%,2.8%,27.9%
Cc1cccc(N2CCN(C(=O)CN3C(=O)NC(C)(C)C3=O)CC2)c1C,-0.2%,0.8,52,-7.8%,i,0.2,6.0%,i,33.3,3.4%,2.5%,-12.4%
O=C(CN(Cc1ccco1)C(=O)CCC(=O)Nc1ccccn1)NCc1ccccc1,-0.2%,0.6,39,-5.4%,nt,nt,-3.1%,i,20.3,-0.4%,0.5%,-32.0%
O=C1NC(=S)N/C1=C\c1ccc(Oc2ccc(C(F)(F)F)cc2[N+](=O)[O-])c(Cl)c1,-0.1%,0.2,64,25.4%,i,0.4,8.1%,i,22.3,-3.8%,8.0%,-10.5%
Cc1cc(C)cc(-n2nnc(C(=O)NCc3ccc4c(c3)OCO4)c2N)c1,0.4%,2.2,87,-14.2%,i,0.0,3.6%,i,6.2,-1.9%,5.0%,-37.0%
c1ccc2oc(SCc3cn4ccsc4n3)nc2c1,0.2%,0.0,50,-9.3%,i,0.6,-3.8%,i,36.4,-0.5%,-87.7%,-106.2%
O=C(CC(C(=O)O)c1cccc(Cl)c1)c1ccccc1 (configuration not stated),0.0%,0.5,65,-17.9%,i,0.7,7.7%,i,58.6,0.1%,7.6%,-12.3%
NC(=O)c1sc2nc3c(c(-c4ccc(Cl)cc4)c2c1N)CCCC3,0.2%,14.1,83,-32.8%,i,1.3,7.7%,i,41.6,-0.7%,23.0%,17.8%
CCCn1c(N)c(C(=S)NC(=O)C2CC2)c(=O)n(C)c1=O,0.1%,nt,nt,-19.8%,i,0.3,0.0%,nt,nt,3.6%,11.3%,7.2%
CN1CCN(C(=O)C(Cc2ccccc2)NS(=O)(=O)c2ccc3c(c2)CCC(=O)N3)CC1 (configuration not stated),-0.2%,1.1,69,14.2%,i,3.6,2.9%,i,36.0,-12.5%,7.8%,-1.4%
Fc1ccccc1N1CCN(C2CCN(Cc3c[nH]c4ccccc34)CC2)CC1,-0.2%,1.5,52,-16.5%,i,6.6,14.9%,i,24.0,-0.1%,-1.4%,-6.8%
COc1ccccc1N1C(=O)CC(Sc2ncccc2C(=O)O)C1=O (configuration not stated),0.2%,0.5,70,-7.6%,i,0.5,-9.0%,i,32.3,-3.1%,16.8%,-9.8%

# 2 compounds drawn at random from the list so far:
mol,GPR55 beta-arrestin,NTR1 ag,NTR1 ag cell count 20 µM,KOR beta-arrestin-1,Myeloid diff 2,Myeloid diff 2 GFP+ MAC1+ %,GPR55 LPI antagonism,T cell modulator,T cell modulator vesicle-bound %,KOR beta-arrestin-2,HEK293 NOD2/NF-kB,NOD1 NF-kB reporter
CC(C)Oc1ccc(Cn2c(-c3ccco3)n[nH]c2=S)cc1,-0.2%,2.8,33,-18.5%,i,0.8,22.1%,i,25.3,-1.8%,-7.1%,-23.4%
CN1CCN(C(=O)C(Cc2ccccc2)NS(=O)(=O)c2ccc3c(c2)CCC(=O)N3)CC1 (configuration not stated),-0.2%,1.1,69,14.2%,i,3.6,2.9%,i,36.0,-12.5%,7.8%,-1.4%
